XBP1 UPR activ: adaptive UPR (XBP1) activation. CHO-XBP1 luciferase reporter, IRE1-XBP1 UPR activation, luminescence; percent of tunicamycin response, DMSO as zero. AID 463104. activation, % at 20 µM. 330,000 tested, 0.33% active;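 active = versus positive control, 20 µM dose yields 30% or more activation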;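 note: 100% = tunicamycin at 10 µg/mL and 0% = DMSO only wells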
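Material: IRE1-XBP1 luciferase reporter CHO line / Quantity: one thousand reporter cells per well / Buffer or medium: F12 with 10% serum / Compound: 20 µM single concentration, DMSO 1% / Times: 6 h treatment, 37 °C / Detection: Steady-Glo luciferase glow luminescence, 10 min after reagent addition / Benchmarks: tunicamycin high, DMSO low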
697 NFkB inh: lowers PMA/ionomycin-induced NF-kB signal in 697 B cells. 330,000 tested, 0.33% active. inhibition, % at 4 µM. 697 B-cell NF-kB luciferase reporter, 16 h; in the data active = inhibition above about 35%
APJ agonist: APJ receptor agonism; CHO-K1 APJ PathHunter beta-arrestin, luminescence; 0% DMSO wells, 100% apelin; activation, % at 20 µM; 330,000 tested, 0.11% active; AID 2520;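 active = activation more than six SD over the plate average, tested at 20 µM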;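 note: 0% = DMSO alone and 100% = apelin-13 at 10 nM; some results filed as inactive read as strong as hits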
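Assay system: engineered CHO-K1 APJ arrestin reporter cells; Amount: 1000 CHO-K1 reporter cells seeded per well; Dosing: one dose, 20 µM compound, 1% DMSO; Times: compound stimulation 90 min at 25 °C, detection 60 min; Measured by: luminescent beta-gal fragment complementation, chemiluminescent substrate; Read-out: APJ–arrestin association signal; Controls: DMSO vs Apelin-13 10 nM.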
Jurkat NFkB inh: lowers PMA/ionomycin-induced NF-kB signal in Jurkat cells; PMA/ionomycin-induced NF-kB luciferase reporter, luminescence; AID 435003; 330,000 tested, 0.53% active; inhibition, % at 4 µM; in the data active = inhibition above about 50%
UPR CHOP act: activators of apoptotic arm of unfolded protein response (CHOP); CHO-CHOP luciferase reporter, UPR activation, luminescence; percent of tunicamycin response over DMSO baseline; activation, % at 10 µM; 330,000 tested, 0.34% active;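 active = at 10 µM dose, activation of 40% or more, normalized to positive control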;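 note: 100% = tunicamycin at 10 µg/mL and 0% = DMSO alone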
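Material: CHO-CHOP cells, stable luciferase reporter of PERK-eIF2a-CHOP signalling; quantity: 500 reporter cells seeded per well; buffer or medium: F12 medium containing 10% fetal bovine serum; compound: one dose, 10 µM in 0.5% DMSO; incubation: 6 h compound treatment, 37 °C; measured by: Steady-Glo luciferase luminescence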
Mdm2-MdmX inh: disrupts the human Mdm2-MdmX interaction; SaOS-2 split-luciferase Mdm2/MdmX complementation, luminescence; 330,000 tested, 3% active; inhibition, % at 8 µM; AID 485346; O15151+Q00987;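 active = inhibition of at least 50% at 8 µM in the primary screen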
Target sequence (O15151 whole entry, looked up): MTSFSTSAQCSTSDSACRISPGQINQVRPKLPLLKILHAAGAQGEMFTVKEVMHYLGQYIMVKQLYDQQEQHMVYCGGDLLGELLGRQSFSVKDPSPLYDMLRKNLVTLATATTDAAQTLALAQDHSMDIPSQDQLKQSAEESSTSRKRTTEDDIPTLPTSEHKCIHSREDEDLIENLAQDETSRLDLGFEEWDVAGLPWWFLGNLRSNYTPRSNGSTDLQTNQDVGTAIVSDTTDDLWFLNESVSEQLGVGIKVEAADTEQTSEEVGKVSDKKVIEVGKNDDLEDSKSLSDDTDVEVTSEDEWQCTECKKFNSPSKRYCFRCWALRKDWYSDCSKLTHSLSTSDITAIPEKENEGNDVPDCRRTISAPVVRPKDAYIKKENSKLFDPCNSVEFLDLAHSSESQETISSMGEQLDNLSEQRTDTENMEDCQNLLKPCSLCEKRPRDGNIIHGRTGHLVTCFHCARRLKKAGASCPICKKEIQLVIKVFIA
Target sequence (Q00987 whole entry, looked up): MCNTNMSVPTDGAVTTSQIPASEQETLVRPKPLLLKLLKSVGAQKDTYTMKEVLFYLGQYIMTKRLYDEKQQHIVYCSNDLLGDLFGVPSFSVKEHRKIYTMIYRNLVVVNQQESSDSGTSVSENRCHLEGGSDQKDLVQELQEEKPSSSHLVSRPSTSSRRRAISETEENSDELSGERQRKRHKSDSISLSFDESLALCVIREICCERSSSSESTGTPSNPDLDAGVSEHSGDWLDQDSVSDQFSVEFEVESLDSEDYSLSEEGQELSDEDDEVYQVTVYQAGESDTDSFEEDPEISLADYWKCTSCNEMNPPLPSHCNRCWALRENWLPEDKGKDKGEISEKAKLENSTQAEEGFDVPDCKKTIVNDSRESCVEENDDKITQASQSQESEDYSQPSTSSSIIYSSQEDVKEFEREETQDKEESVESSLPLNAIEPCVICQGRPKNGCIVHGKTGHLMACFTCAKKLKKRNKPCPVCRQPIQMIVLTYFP
tim23-1 inh: tim23-1 yeast growth inhibition; inhibition, % at 20 µM; 330,000 tested, 1.3% active; S. cerevisiae tim23-1 growth, BacTiter-Glo luminescence, 24 h;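 active = growth inhibition of the mutant yeast at or above 50%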;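 note: temperature-sensitive mutant grown at 25 °C; plate controls were DMSO-treated mutant yeast for no effect and medium wells lacking yeast for full effect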
APJ antag: APJ receptor antagonism; CHO-K1 APJ beta-arrestin complementation, luminescence; P35414; 330,000 tested, 0.32% active; inhibition, % at 20 µM;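 active = inhibition above about 40% at 20 µM, limit read from the data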;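 note: cells challenged with 10 nM apelin-13 agonist together with compound; plate controls were apelin-13 plus DMSO wells for no effect and DMSO wells lacking apelin-13 for full effect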
Active calls of the source: *.

SMILES,697 NFkB inh,tim23-1 inh,Mdm2-MdmX inh,Jurkat NFkB inh,UPR CHOP act,APJ agonist,APJ antag,XBP1 UPR activ
c1ccc(Nc2nc(NCc3ccco3)c3ccccc3n2)cc1,-67,-23,78*,-10,18,7,-18,21
COc1ccccc1-c1sc2cc3c(cc2c1C#CCO)OCO3,-29,44,-3,-4,0.9,0,-13,-2
Cc1cc(=O)[nH]c2c(C)cc(S(=O)(=O)N3CCCCC3)cc12,43*,14,70*,-3,-1.3,-9,-10,0
Cc1cc(C)n(CCC(=O)N=Nc2c(O)[nH]c3ccccc23)n1,8,3,14,5,0.0,-3,6,2
O=C(NC1CC2CCCC(C1)N2C(=O)N1CCCCC1)C1CCCCC1 (stereo not drawn),-13,19,-14,2,0.3,-1,-3,1
Cc1ccc(CNC(=O)c2ccc(CS(=O)(=O)c3ccccc3C)o2)cc1,-6,-12,4,9,-1.2,0,24,-2
CCN(CC)S(=O)(=O)c1ccc(N/N=C(\C)c2ccc3c(c2)OCO3)c([N+](=O)[O-])c1,2,-6,-3,-3,155*,1,-15,211*
CN(C)C(CNC(=O)CCc1nc2cc(Cl)ccc2n(Cc2ccccc2)c1=O)c1ccccc1 (stereo not drawn),-19,21,44,7,7.8,0,14,-1
CCC(C)[C@H]1CN=C(N)N1CCc1cccc2ccccc12 (stereo partly drawn),-25,0,40,21,1.4,-5,0,0
COc1ccc(-c2c(C#Cc3ccccc3)c3ccccc3n2C)cc1,-9,2,4,-14,3.6,-5,5,5
NC1=NC(c2ccc([N+](=O)[O-])cc2)N(c2ccc(F)cc2)C(N)=N1 (stereo not drawn),14,3,-36,1,-0.4,2,7,1
C=CCC[C@@H](Cc1ccc(F)cc1)C(=O)OC[C@@H](C)NC(=O)[C@H](CC=C)CC(=O)N(CCO)Cc1ccccc1,-10,19,24,-1,-2.1,0,-2,-3
Cc1c(C(=O)OCCN2CCCCC2)oc2ccccc12,-12,-5,17,3,4.4,-3,-3,3
O=C(N/N=C/c1ccco1)c1ccc(NC(=O)c2ccc(Cl)cc2)cc1,5,-9,-7,-15,-1.6,0,13,-3
COc1ccc2c(c1)[nH]c1c(N3CCN(Cc4ccc5c(c4)OCO5)CC3)ncnc12,-5,44,25,52*,8.2,9,-20,6
Cc1ccc(OC(=O)CCc2c(C)nc3ncnn3c2C)cc1,-5,8,23,-6,-1.3,0,3,0
Cc1ccc(C2c3sc(=O)[nH]c3SC3C(=O)NC(=O)C32)cc1 (stereo not drawn),15,-4,14,6,-1.7,-3,11,-7
CC(=O)Nc1ccc(Nc2nc(C)nc3c2nnn3Cc2ccccc2Cl)cc1,-19,39,27,-3,2.2,-1,12,1
COC(=O)[C@H](CCSC)NC(=O)N1CCN(c2cccc(C(F)(F)F)c2)CC1,-2,2,4,-1,-0.8,-2,-19,-3
COc1ccc(OC)c(C2C=C(C34CC5CC(CC(C5)C3)C4)NC(=S)N2)c1 (stereo not drawn),4,36,6,-1,0.8,-4,16,2
CCOC(=O)C1(Cc2ccccc2C)CCCN(C(=O)c2cc(C3CC3)[nH]n2)C1 (stereo not drawn),0,12,28,-14,-0.8,-3,-30,-1
COc1ccc(-c2cc(C(F)F)n3ncc(C(=O)NCC4CCCO4)c3n2)cc1 (stereo not drawn),-22,21,41,-11,8.8,-5,-16,-2
Cc1ccc(N2C(N)=C(C#N)C3(C(=O)N(C)c4ccccc43)C3=C2CC(C)(C)CC3=O)cc1Cl (stereo not drawn),-7,7,18,-3,-3.1,-2,3,-4
CCN1C(=O)C(CC(=O)Nc2ccc(Cl)cc2)N(NC(=O)c2ccncc2)C1=S (stereo not drawn),-12,6,27,-7,-1.3,-6,7,-1
Cc1cc(=O)oc2cc(OCC(=O)Nc3ccc(F)cc3F)ccc12,15,-10,0,-4,-0.5,2,4,-3
Cc1cccc(C(=O)NC(=S)NNC(=O)Cc2ccccc2)c1,-68,40,20,17,-0.5,-15,28,2
O=C(CN1CCN(S(=O)(=O)c2ccccc2)CC1)NCCc1ccccc1,17,21,9,4,0.2,-2,1,-2
COc1ccc(Cc2nc(-c3cccnc3)no2)cc1OC,6,9,-4,4,0.9,-3,14,9
O=S(=O)(Nc1cccc(-c2ccc(N3CCCCCC3)nn2)c1)c1ccc(F)cc1,-71,12,-26,-36,3.8,-3,-14,-3
O=C1CCC(C(=O)N2CCSCC2)CN1CCc1ccccc1 (stereo not drawn),-2,-5,3,-6,-0.2,-3,1,-4
C=CCn1c(CCc2ccccc2)nnc1SCC(N)=O,19,11,4,17,0.1,-1,-12,-4
O=C(N/N=C/c1ccc(OC(=O)c2cccs2)cc1)c1ccccn1,-93,2,-31,-55,-0.2,4,7,-5
O=C(CN1C(=O)COc2ccccc21)NCCCN1CCCCC1,12,-1,-17,-5,-1.1,-2,-4,-2
CC(C)(C)NC(=O)CSC(=Nc1cccc(F)c1)NC#N,13,9,-7,-5,4.2,-1,10,0
Cc1nnc(NC2=NCCC2)s1,-60,22,4,-4,-1.9,3,-2,-1
Cc1ccc(NC(=O)COC(=O)COc2ccc(Cl)cc2)c([N+](=O)[O-])c1,-11,9,18,3,-0.5,0,-17,-3
COc1ccc(/C=C/C(=O)OCC(=O)c2c(N)n(C)c(=O)n(C)c2=O)cc1,-6,8,25,1,-0.9,-3,-20,-4
COc1ccccc1N(C(=O)Cn1nnc(-c2ccc(C)o2)n1)C(C(=O)NC1CCCC1)c1ccncc1 (stereo not drawn),-3,5,5,-4,2.7,-1,12,-4
Cc1ccc(C2(C)NC(=O)N(CC(=O)N3CCN(S(=O)(=O)c4cccs4)CC3)C2=O)cc1 (stereo not drawn),-32,-7,12,0,1.3,-3,2,1
Cc1cnc(NC(=O)c2ccco2)s1,-94,26,-18,-53,3.5,-5,-14,1
O=C(Cc1cccs1)NCCS(=O)(=O)N1CCN(c2cccc(Cl)c2)CC1,-16,11,3,-11,0.4,-3,1,-1
O=C1CSC(c2cccc([N+](=O)[O-])c2)N1C1CC2CCC1C2 (stereo not drawn),21,25,4,8,1.9,0,15,0
Cn1c(=O)c2c(nc(CN3CCCCC3)n2CCc2ccccc2)n(C)c1=O,-1,20,8,15,0.5,-4,-13,-2
CNC(=O)c1c(NC(=O)C2=COCCO2)sc2c1CCC(C)C2 (stereo not drawn),-49,56*,-1,-21,3.6,12,8,4
COc1ccc(CN(CCC(c2ccccc2)c2ccc(OC(C)C)cc2)C(=O)CCl)cc1OC (stereo not drawn),-9,32,101*,-4,-8.9,4,-1,-6
COc1ccccc1N1CCN(C2CCN(S(=O)(=O)c3ccc(NC(C)=O)cc3)CC2)CC1,-23,15,-15,-13,-0.9,12,-13,-1
COc1cc(C(=O)Nc2ccc(C)cn2)c([N+](=O)[O-])cc1OC,-11,-3,-4,-10,0.3,-2,1,0
O=C(CCc1ccccc1)N1N=C(c2ccncc2)CC1(O)C(F)(F)F (stereo not drawn),8,17,4,13,-0.6,-1,7,0
CCc1cccc(NS(=O)(=O)c2cccc3cccnc23)c1,-20,8,2,18,0.4,0,4,-5
COC(=O)c1cn(C(C)C(=O)NCc2ccco2)c2ccccc12 (stereo not drawn),-4,1,20,2,-1.2,-3,0,2

Given with each value named: 4 of the compounds above.
COc1cc(C(=O)Nc2ccc(C)cn2)c([N+](=O)[O-])cc1OC
  697 NFkB inh = -11 | tim23-1 inh = -3 | Mdm2-MdmX inh = -4 | Jurkat NFkB inh = -10 | UPR CHOP act = 0.3 | APJ agonist = -2 | APJ antag = 1 | XBP1 UPR activ = 0

O=C(CCc1ccccc1)N1N=C(c2ccncc2)CC1(O)C(F)(F)F (stereo not drawn)
  697 NFkB inh = 8 | tim23-1 inh = 17 | Mdm2-MdmX inh = 4 | Jurkat NFkB inh = 13 | UPR CHOP act = -0.6 | APJ agonist = -1 | APJ antag = 7 | XBP1 UPR activ = 0

CCc1cccc(NS(=O)(=O)c2cccc3cccnc23)c1
  697 NFkB inh = -20 | tim23-1 inh = 8 | Mdm2-MdmX inh = 2 | Jurkat NFkB inh = 18 | UPR CHOP act = 0.4 | APJ agonist = 0 | APJ antag = 4 | XBP1 UPR activ = -5

COC(=O)c1cn(C(C)C(=O)NCc2ccco2)c2ccccc12 (stereo not drawn)
  697 NFkB inh = -4 | tim23-1 inh = 1 | Mdm2-MdmX inh = 20 | Jurkat NFkB inh = 2 | UPR CHOP act = -1.2 | APJ agonist = -3 | APJ antag = 0 | XBP1 UPR activ = 2

Next part.
SMILES,697 NFkB inh,tim23-1 inh,Mdm2-MdmX inh,Jurkat NFkB inh,UPR CHOP act,APJ agonist,APJ antag,XBP1 UPR activ
O=C(Nc1ccccc1N1CCN(c2ccccc2)CC1)c1cccc(F)c1,-33,13,8,-2,0.0,-2,-16,-3
O=C(NCC1CCCO1)C1CCN(S(=O)(=O)c2cc(Cl)ccc2Cl)CC1 (stereo not drawn),-12,12,-10,-26,0.9,0,-1,-2
CC1(C)CC(=O)C2=C(C1)N(Cc1ccco1)C(=O)C2(NC(=O)c1cccnc1)C(F)(F)F (stereo not drawn),16,5,16,3,-1.2,-3,0,-1
COC(=O)c1ccc(OCC(O)CN2CCC(C)CC2)cc1 (stereo not drawn),13,-10,14,3,2.3,-5,8,0
CCOC(=O)N1CCC(N(CCN(C)C)C(=S)Nc2cc(C)cc(C)c2)CC1,12,13,20,6,-1.7,-1,-7,-1
Cc1ccc(NC(=O)CCNC(=O)c2ccc(Br)cc2)cc1S(=O)(=O)N1CCOCC1,-39,13,16,-12,-0.9,5,-39,-2
Cc1ccc(-c2c(=O)n(O)c3ccccc3[n+]2[O-])cc1,-11,15,9,-45,1.8,-1,2,-1
Cc1cc(Cl)ccc1Nc1ncccc1C(N)=O,-31,33,-66,-53,3.4,-2,-14,8
CSc1nc(NC(C)(C)C)nc(Oc2ccc(=O)[nH]n2)n1,-12,7,6,3,-2.3,0,1,-1
CCCOC(=O)c1ccc(Oc2cn[nH]c2-c2ccc(OC)cc2O)cc1,-38,-2,9,16,-2.7,-4,-13,-6
CCOC(=O)C1=C(C)NC2=C(C(=O)c3ccccc32)C1c1ccc(O)cc1 (stereo not drawn),-9,11,26,4,14,-3,17,0
Cc1cccc(-c2nc(S(=O)(=O)c3ccc(F)cc3)c(NCCCN3CCOCC3)o2)c1,0,27,5,-11,1.0,-6,4,-3
O=C(NCCN1C(=O)S/C(=C\c2cccnc2)C1=O)c1ccc(S(=O)(=O)N2CCCC2)cc1,23,21,-7,-8,-1.6,-4,-33,-1
O=S(=O)(c1ccc(Br)cc1)N1CCOC12CCCCC2,3,30,-17,-1,-2.6,-2,14,-2
CCc1ccccc1NC(=O)CN1CCC(NC(=O)COC)CC1,17,-1,4,-1,0.0,-4,16,1
COc1ccc(CCNC(=O)CCNS(=O)(=O)c2cc(Br)cnc2N)cc1OC,-32,-4,-23,1,-0.5,10,-3,-3
C[C@@H](CO)NC(=O)c1ccc2c3n(nc2c1)-c1ccccc1CO3,-92,-1,-102,-99,-3.0,2,1,-6
Cc1ccc(CN2CCC(CNC(=O)C3CCCN(c4ncnc5c4nc4n5CCCCC4)C3)CC2)cc1 (stereo not drawn),-44,-1,18,36,-0.5,-1,2,-5
O=C(O)C1C2C=CC(C2)C1C(=O)NCCc1cccc(Cl)c1 (stereo not drawn),-1,-2,5,8,1.7,-3,8,2
Cc1c(Cl)cccc1S(=O)(=O)Nc1ccnn1C,3,-1,-37,-1,2.4,-1,-23,0
CCOC(=O)CC1COc2ccccc2N1C(=O)c1ccc(F)cc1 (stereo not drawn),15,28,12,-12,1.4,-1,3,-3

Compound activity: PubChem BioAssay, Sanford-Burnham Center for Chemical Genomics
